RGS4 inh = human RGS4 inhibition. Transcreener GDP fluorescence polarization, RGS4-accelerated GTP hydrolysis. Potency, µM (series often up to 114 µM), inactives show top-dose activity change, negative = inhibition, hits mostly inhibitors. P49798. AID 504845. actives 0.039% (n = 390,000); also: potency is read from the fitted curve at half-maximal effect; % is scaled to controls: 0 for no effect and ±100 for the full control effect; nearly all actives have a fitted effect of over 75% in size; some results filed as inactive show a strong effect at the top dose
Target sequence (P49798 whole entry, looked up): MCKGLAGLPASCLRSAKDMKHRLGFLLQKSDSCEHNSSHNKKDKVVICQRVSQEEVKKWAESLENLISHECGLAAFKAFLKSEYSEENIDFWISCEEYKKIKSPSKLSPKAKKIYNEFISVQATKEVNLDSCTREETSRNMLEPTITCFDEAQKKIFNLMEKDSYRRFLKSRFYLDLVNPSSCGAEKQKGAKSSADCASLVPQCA
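MLSMR compounds (23 nl, pin-transferred) preincubated 10 min at room temperature with a 500nM (2x) first reagent, then RGS4 at 900nM (2x) plus Transcreener GDP mix added; fluorescence polarization (620/688 nm) read before and after 90 min at 30 °C.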
Vif-APOBEC3F blk = inhibitors of Vif-A3F interaction | HeLa A3F-eYFP + Vif (tagged APOBEC3F with the HIV-1 protein that degrades it), YFP fluorescence increase | Potency, µM (titrated, usually from 46.1 µM), for the others: at the top dose activity, negative = active | actives 0.2% (n = 390,000) | AID 602313; also: potency is read from the fitted curve at half-maximal effect; % of control where 0% means no effect; nearly all actives have a fitted effect of over 65% in size
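HeLa cells stably expressing A3F-eYFP plus Vif, plated and incubated overnight at 37 deg C, then exposed to compounds overnight at 37 deg C. Blocked degradation read as raised yellow fluorescence (Ex 488/Em 500-530).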
Vif-A3G inh = blocks the Vif interaction with human APOBEC3G; Q9HC16; HeLa A3G-eYFP + Vif (tagged APOBEC3G with the HIV-1 protein that degrades it), YFP fluorescence, overnight; Potency, µM (highest dose often 46.1 µM), inactives show top-dose activity, negative = active, actives largely listed as inhibitors; actives 0.076% (n = 410,000); AID 602310;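 also: potency is read from the fitted curve at half-maximal effect; % is scaled to controls: 0 for no effect and ±100 for the full control effect; nearly all actives have a fitted effect of over 60% in size; hits raise eYFP signal because A3G escapes Vif-driven loss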
Target sequence (Q9HC16 whole entry, looked up): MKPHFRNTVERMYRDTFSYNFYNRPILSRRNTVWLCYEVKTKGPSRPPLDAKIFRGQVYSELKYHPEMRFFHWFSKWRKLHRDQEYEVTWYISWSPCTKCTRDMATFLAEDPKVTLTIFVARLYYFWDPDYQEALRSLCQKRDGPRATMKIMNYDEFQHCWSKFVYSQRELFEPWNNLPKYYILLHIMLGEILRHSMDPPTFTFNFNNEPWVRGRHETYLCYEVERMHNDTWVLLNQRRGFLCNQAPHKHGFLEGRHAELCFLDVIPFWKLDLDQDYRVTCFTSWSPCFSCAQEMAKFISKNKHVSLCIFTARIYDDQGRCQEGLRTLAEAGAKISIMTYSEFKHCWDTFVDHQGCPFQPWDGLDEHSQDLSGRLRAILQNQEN
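HeLa cells stably expressing Vif and C-terminally eYFP-tagged A3G, seeded overnight at 37 deg C, then exposed to compound by pintool overnight at 37 deg C. Rise in yellow fluorescence (Ex 488/Em 500-530, Acumen) marks blocked Vif-driven A3G degradation.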
mIDH1 inhibitor = inhibitors of human mutant IDH1 R132H. O75874. IDH1-R132H enzyme, NADPH consumption, diaphorase/resazurin fluorescence. Potency, µM (highest dose often 76.6 µM), for inactives: at the top dose activity change, negative = inhibition, hits mostly inhibitors. actives 0.093% (n = 390,000); also: potency is read from the fitted curve at half-maximal effect; % is scaled to controls: 0 for no effect and ±100 for the full control effect; nearly all actives have a fitted effect of over 65% in size
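IDH1-R132H (0.5 ug/mL) preincubated 30 min with compound, then NADPH (0.016 mM) and alpha-KG (2 mM) added; 80 min at RT, pH 7.5. Remaining NADPH coupled via diaphorase/resazurin to fluorescence (540/590 nm); concentration-response curves normalized to no-enzyme control.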
LDHA inh = inhibitors of human lactate dehydrogenase A; AID 1347041; purified LDHA, NADH/diaphorase-resazurin fluorescence; active compounds read low; actives 0.15% (n = 480,000); activity change, % (values are at about 110 or 230 µM); P00338; in the data active = activity change below about -30%; inconclusive = mostly about -25% to -30%;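 also: plate controls were DMSO wells for no effect and wells without enzyme for full effect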
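Human LDH5 (2 nM) was incubated with 0.06 mM NADH and 0.2 mM pyruvate for 5 min at room temperature in Tris pH 7.4. Remaining NADH was coupled through diaphorase/resazurin, and resorufin fluorescence was read at 0 and 20 min.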
TrxR1 substrate = rat thioredoxin reductase 1 substrate activity. O89049. purified TrxR1 substrate turnover, NADPH consumption readout. Potency, µM (highest dose often 114 µM), without a hit: at the top dose activity change, negative = substrate turnover. actives 0.01% (n = 390,000); also: potency is read from the fitted curve at half-maximal effect; % is scaled to controls: 0 for no effect and ±100 for the full control effect; nearly all actives have a fitted effect of over 50% in size
Target sequence (O89049 whole entry, looked up): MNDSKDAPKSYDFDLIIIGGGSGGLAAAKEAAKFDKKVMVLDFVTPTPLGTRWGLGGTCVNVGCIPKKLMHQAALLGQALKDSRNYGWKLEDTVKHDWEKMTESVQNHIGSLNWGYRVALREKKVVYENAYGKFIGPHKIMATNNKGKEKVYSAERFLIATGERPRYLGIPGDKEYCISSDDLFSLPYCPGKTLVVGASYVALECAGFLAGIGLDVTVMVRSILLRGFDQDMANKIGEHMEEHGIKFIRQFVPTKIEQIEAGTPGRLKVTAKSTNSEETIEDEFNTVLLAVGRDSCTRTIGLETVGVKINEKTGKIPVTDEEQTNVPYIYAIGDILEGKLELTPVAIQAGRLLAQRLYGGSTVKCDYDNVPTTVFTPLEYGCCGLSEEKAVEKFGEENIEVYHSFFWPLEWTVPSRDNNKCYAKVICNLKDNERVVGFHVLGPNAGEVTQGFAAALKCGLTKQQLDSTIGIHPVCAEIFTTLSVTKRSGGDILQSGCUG
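Rat TrxR1, dispensed at 90 nM, was prereduced with 400 uM NADPH (final) for 5 min at ~22 deg C, then incubated with compound 15 min before 400 uM selenite. A first-read NADPH fluorescence drop versus no-compound background flagged substrates.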
Glioma ERSR ind = inducers of ER stress response in human glioma cells. Potency, µM, for inactives: at the top dose activation, usual class: activators. AID 602332. actives 0.02% (n = 420,000). U87-MG GRP78 promoter luciferase reporter, 16 h; also: potency is read from the fitted curve at half-maximal effect; series mostly up to about 76 µM; % of control where 0% means no effect; nearly all actives have a fitted effect of over 35% in size
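Stably transfected U87-MG glioma cells carrying a GRP78-based luciferase sensor; 16 h compound incubation. Luminescence end-point read 10 min after Bright-Glo addition at room temperature.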
TrxR1 inh = blocks rat thioredoxin reductase 1. O89049. recombinant rTrxR1, NADPH fluorescence consumption, selenite substrate. Potency, µM (series often up to 114 µM), for the others: at the highest dose activity change, negative = inhibition, usual class: inhibitors. actives 1% (n = 390,000); also: potency is read from the fitted curve at half-maximal effect; % is scaled to controls: 0 for no effect and ±100 for the full control effect; nearly all actives have a fitted effect of over 65% in size
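Rat TrxR1 (90 nM in the dispensed reagent) was pre-reduced with 400 uM NADPH for 5 min at room temperature, then incubated with compound for 15 min. After 400 uM selenite was added, NADPH fluorescence (Ex 340/Em 450 nm) was followed for 8 min.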
USP1 inh = USP1/UAF1 (human) deubiquitinase inhibition. O94782. recombinant USP1/UAF1, Ub-Rhodamine cleavage fluorescence. Potency, µM (series often up to 57.1 µM), for the others: top-dose activity change, negative = inhibition, actives largely listed as inhibitors. actives 0.23% (n = 390,000). AID 743255; also: potency is read from the fitted curve at half-maximal effect; % is scaled to controls: 0 for no effect and ±100 for the full control effect; nearly all actives have a fitted effect of over 60% in size; inactives centre near -12
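Step one: compound is pinned into 1nM USP1/UAF1 in HEPES pH 7.8 buffer with TCEP. Step two: 15 min room-temperature incubation. Step three: Ub-Rho (150nM final) starts cleavage, tracked by fluorescence over six one-minute reads.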
Numbers without * were called inactive; u = inconclusive; x = no result given; & = joins results of further samples; [ ] = another dose, or the depositor's remark. Unless noted, calls follow the shape of the dose curve; as a rule, active = well fitted curve in the direction sought with a large enough effect; inconclusive = small, poorly fitted or top-dose-only effect, or another doubt; inactive = no such curve, though single readings can be large; an effect the other way counts as inactive or inconclusive. The list is partial, so the mix of outcomes need not match the whole.

SMILES | RGS4 inh | Vif-APOBEC3F blk | Vif-A3G inh | mIDH1 inhibitor | LDHA inh | TrxR1 substrate | Glioma ERSR ind | TrxR1 inh | USP1 inh
O=C(Cn1cc(C(=O)c2ccccc2F)c2ccccc21)NCc1ccco1 | -16% | -12% | 0% | 1% | -5 | 26% | -1% | 16% | -5%
CCOC(=O)C1=C(C)c2ccccc2OC1(C(=O)OCC)c1ccccc1 (stereo unspecified) | 10% | -2% | 1% | 9% | -1 | -12% | 0%&-4% | 45µM* | -15%
C/C=C1\NC(=O)[C@@H](NC(=O)[C@H](CCc2ccc(O)cc2)NC(=O)[C@H](C)NC(=O)[C@H](O)CO)[C@@H](C)OC(=O)[C@H](C(C)C)NC(=O)[C@H](Cc2ccc(O)cc2)N(C)C(=O)[C@H](Cc2ccccc2)N2C(=O)C(CC[C@H]2O)NC1=O (stereo partly specified) | 28% | -3% | 0% | 6% | -2 | -1% | -2% | 8% | -9%
CC=CC(C)=CC(C)C(=O)CC(O)CC1CC(=O)NC(=O)C1 (stereo unspecified) | x | -2% | 5% | 10% | 2 | x | -8% | x | -25%
NCCc1c[nH]c2ccc(C(N)=O)cc12 | -1%[56.9 µM] | 1% | 0% | 3% | -3 | 5%[57.1 µM] | -4%&-1%&-3%&-3% | -6%[57.1 µM] | -23%
ClCC(Br)CBr (stereo unspecified) | -14% | 6% | -2% | -9% | -1 | -3% | 1% | 2% | 8%
CC(=NCCO)c1c(O)n(C)c(=O)n(C)c1=O | 19% | -6% | 1% | 1% | -2 | 5% | -5% | 21% | 0%
CCCCCn1c(=O)c(C(=O)Nc2ccccc2Cl)c(O)c2ccccc21 | -25% | 5% | -1% | -8% | -4 | -2% | u | 0% | -14%
O=C(NCC(c1cccnc1)N1CCOCC1)Oc1ccccc1 (stereo unspecified) | 29% | -13% | -3% | 0% | -8 | 5% | -1% | -13% | -12%
CN[C@H](C)[C@H](O)c1ccccc1 | 14% | -1% | -2% | -10% | -16 | 2% | -1% | 13% | -21%
Cc1ccc(Cn2c(SCc3ccc(C(=O)NC4CCCC4)cc3)nc3ccncc32)cc1 | -13% | 2% | u | 32% | 3 | 3% | -2% | 6% | -7%
CCc1ccc(NP(=O)(Oc2ccccc2F)Oc2ccccc2F)cc1 | -27% | 6% | 1% | 3% | 10 | -14% | 2% | 35%[57.1 µM] | -15%
COC(=O)C1=C(c2ccccc2OCc2ccccc2)C[C@@H]2CC[C@H]1N2C(=O)NCc1ccc(Br)cc1 | -33% | 0% | -5% | -24% | -19 | 2% | -4% | 24% | -25%
CC12CCC3C(CCC4C/C(=N/O)CCC43C)C1CCC2O (stereo unspecified) | -5% | -1% | -8% | -2% | -9 | 6% | -4% | 10% | -23%
CCOP(=O)(OCC)/C(=N/OC(=O)c1ccc(Cl)cc1Cl)C(N)=O | -11% | -21% | 3% | 0% | -3 | 10% | -6% | u | -19%
C=CCn1c(O)c(C=Nc2ccc(F)cc2)c(=O)[nH]c1=O | 15% | -3% | -3% | -3% | -9 | -6% | 1% | 6% | -2%
Cc1cccc(N=C2c3cc([N+](=O)[O-])ccc3-c3c2cc([N+](=O)[O-])cc3[N+](=O)[O-])c1 | -14% | 0% | -8% | 1% | 26 | -9% | -4% | -54% | -10%
COc1ccc(OCC(=O)N2CCN(CC3CC4C=CC3C4)CC2)cc1 (stereo unspecified) | -1% | 5% | 0% | 2% | -17 | -9% | -3% | -3% | -2%
Cc1ccc(NS(=O)(=O)c2ccc(OCC(=O)N3CCN(C)CC3)cc2)cc1 | 19% | -28% | -7% | -3% | -12 | -7% | -2% | -4% | -4%
C=Cn1ccnc1P(O)(=S)c1nc(C)c(CCOC(C)=O)s1 (stereo unspecified) | -13% | -1% | 0% | 7% | 0 | 4% | 0% | 4% | -11%

Compound profiles (already shown).
C=CCn1c(O)c(C=Nc2ccc(F)cc2)c(=O)[nH]c1=O as listed: RGS4 inh: 15%; Vif-APOBEC3F blk: -3%; Vif-A3G inh: -3%; mIDH1 inhibitor: -3%; LDHA inh: -9; TrxR1 substrate: -6%; Glioma ERSR ind: 1%; TrxR1 inh: 6%; USP1 inh: -2%
COc1ccc(OCC(=O)N2CCN(CC3CC4C=CC3C4)CC2)cc1 (stereo unspecified) as listed: RGS4 inh: -1%; Vif-APOBEC3F blk: 5%; Vif-A3G inh: 0%; mIDH1 inhibitor: 2%; LDHA inh: -17; TrxR1 substrate: -9%; Glioma ERSR ind: -3%; TrxR1 inh: -3%; USP1 inh: -2%

Going on with the list:
SMILES | RGS4 inh | Vif-APOBEC3F blk | Vif-A3G inh | mIDH1 inhibitor | LDHA inh | TrxR1 substrate | Glioma ERSR ind | TrxR1 inh | USP1 inh
O=C(c1ccc(F)cc1)C(Cc1ccccc1)N1CCCCC1 (stereo unspecified) | 20% | 4% | 0% | 2% | -3 | 9%[57.1 µM] | -2% | 8%[57.1 µM] | -1%
c1ccc(CN2CCNCC2)nc1 | 40% | u | 1% | -8% | -1 | -13% | -1% | -16% | 0%
Cc1cccc(OP(N)(=O)Oc2cccc(C)c2)c1 | 6% | 2% | -1% | -2% | -6 | -3% | -1% | -3% | -4%
COc1ccc(-c2nc(CN3C(=O)CN=C(c4ccccc4)c4ccccc43)c(C)o2)cc1OC | 19% | -17% | -7% | 0% | -5 | -3% | 4% | 4% | -2%
CCOc1cc2c(cc1OCC)-n1cccc1C(c1ccccc1O)NC2 (stereo unspecified) | -6% | -11% | 1% | 1% | -1 | 3% | -6% | 10% | -11%
CCCCCn1c(Sc2ccccc2)nc2c1c(=O)[nH]c(=O)n2C | u | 0% | -7% | -10% | -13 | -2% | -2% | 3% | -18%
COC(=O)C(=O)N1CC2(C)CNCC(C)(C1)C2=O | -8% | 2% | -5% | 0% | 0 | 2% | 0% | -12% | -20%
COc1ccc2[nH]c(C)c(CCNCc3cc(OC)c(OC)c(OC)c3)c2c1 | 4% | u | 2% | 18% | 8 | 12%[57.1 µM] | -1% | -1%[57.1 µM] | -12%
C=CCn1c(O)c(C(C)=NCCc2c[nH]c3ccccc23)c(=O)[nH]c1=O | -5% | 0% | 1% | 2% | -13 | 8%[57.1 µM] | -4% | 3%[57.1 µM] | 9%
O=C(CCl)Nc1nccs1 | 15% | 1% | -16% | -1% | -3 | 0% | 3% | 13µM* | -4%
O=C1NC(=O)C(C2CCOC2=O)N1 (stereo unspecified) | x | -4% | 1% | 17% | 3 | x | -5% | x | -19%
COc1cc(OC)c(OC)cc1CN1CCN(C(=O)Cc2ccccc2)CC1 | 12% | 2% | -5% | 2% | -19 | -4% | -5% | -19% | -18%
O=C(Cn1ncc2c3ccccc3n(Cc3cccc(Cl)c3)c2c1=O)N1CCC2(CC1)OCCO2 | -32% | 0% | 2% | 3% | -8 | 2% | -1% | -2% | -19%
C[C@]12C=CC(=O)C=C1C=C[C@@H]1C2CC[C@]2(C)C(=O)CCC12 (stereo partly specified) | 11% | -17% | 1% | -8% | -8 | -3% | -3% | -17% | -1%
FC(F)(F)c1ccccc1CN1CCN(Cc2ccccc2)CC1 | 0% | -11% | 1% | 8% | -21 | 9%[57.1 µM] | -4% | 26% | -9%
CC(OC(=O)c1cn(C)c2ccccc12)C(=O)N1CCCC1 (stereo unspecified) | -24% | 0% | -2% | 5% | -2 | -18% | -1% | -11% | 1%
CC1(C)C(=O)CCC2C1=CCC1C2CCC2(C)C(O)CCC12 (stereo unspecified) | 24% | -15% | -4% | 1% | 2 | 9%[57.1 µM] | -3% | -13% | -18%
O=c1[nH]c(=S)n(C2CC2)c(O)c1C=NCCc1ccccc1 | -1% | -3% | -2% | 7% | -4 | 5%[57.1 µM] | 0% | 10%[57.1 µM] | -7%
O=c1c2ccccc2nc(-c2ccco2)n1-c1ccccc1 | 0% | -12% | -2% | 2% | -3 | -6% | 0% | -8% | -16%
Clc1ccc(COC(Cn2ccnc2)c2ccc(Cl)cc2Cl)c(Cl)c1 (stereo unspecified) | u | 3%&4% | -14%&-19% | u | 4&2 | -5%&2% | -2%&0%&-1%&-5% | 20%&16% | -16%&-33%
N#CCCn1cc(C(=O)Nc2ccc(F)cc2)c(-c2ccc([N+](=O)[O-])cc2)n1 | -74%[56.9 µM] | -26% | -5% | -7% | 0 | -3% | -3% | 1% | -7%
CCOP(=O)(Cc1cc(C#N)oc1C)OCC | -24% | 1% | 0% | 3% | 1 | -3% | -5% | -9% | -10%
C[C@]12N[C@H](Cc3ccccc31)c1ccccc12 | -19% | -3%&4% | 2%&-3% | 13%&-6% | 0&-19 | 2% | -3%&-3%&-1%&-4%&-8% | 12% | -27%&12%
C=C(C)CSc1nnc([C@@H](N)Cc2c[nH]c3ccccc23)o1 | 8% | -2% | 0% | 7% | 3 | -5% | -3% | -9% | -23%
C[C@]12CC[C@H](O)C[C@H]1CC[C@@H]1[C@@H]2CC[C@]2(C)[C@@H](C3=CC(=O)OC3)CC[C@]12O | -10% | -2% | -10% | -8% | -6 | 4% | -6% | 37%[activator] | -12%
COC(=O)C(C)NC(=S)N1CC2C[C@@H](C1)Cn1c2cccc1=O (stereo partly specified) | 23% | -17% | -5% | 18% | -3 | 1% | 6% | 7% | 2%
Cc1cc(C)n2nc(C)[n+](C)c2n1 | -13% | 0% | 3% | 3% | -1 | 6% | 1% | 3%[57.1 µM] | -8%
